D3 antag = qHTS of D3 Dopamine Receptor Antagonist: qHTS | D(3) dopamine receptor (Homo sapiens), P35462 | AID 652054, 2013 | D3R cells, DiscoveRx beta-arrestin luminescence, antagonist mode; hits give low values | max response, negative = inhibition, % | 360,000 tested, 2.5% active; in the data active = max response below about -50%; inconclusive = no clear call, values can overlap the other calls; note: % is set by controls: 0 for no effect and ±100 for the full control effect; mostly tested at two doses, the higher about 12 µM
Target sequence (P35462 whole entry, looked up): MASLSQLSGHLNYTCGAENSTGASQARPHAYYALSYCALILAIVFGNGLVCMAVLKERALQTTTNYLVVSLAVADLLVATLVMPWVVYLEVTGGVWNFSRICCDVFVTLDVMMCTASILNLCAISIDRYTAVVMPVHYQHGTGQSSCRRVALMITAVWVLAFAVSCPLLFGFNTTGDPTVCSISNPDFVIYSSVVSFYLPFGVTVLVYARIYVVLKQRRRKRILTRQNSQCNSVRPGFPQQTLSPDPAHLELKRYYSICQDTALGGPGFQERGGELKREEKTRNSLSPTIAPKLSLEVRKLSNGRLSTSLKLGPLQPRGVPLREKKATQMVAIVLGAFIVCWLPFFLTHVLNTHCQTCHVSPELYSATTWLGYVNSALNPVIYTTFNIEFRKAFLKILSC
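Cells plated overnight at 1500 cells/well, then exposed to library compounds with dopamine controls for 90 minutes at 37 degrees C. DiscoveRx reagent added for 30–60 minutes at room temperature; luminescence read, quantitative HTS format.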
CCT modulator = High-Throughput Screening for Modulators of Cytosolic Chaperonin Activity | purified chaperonin ATPase assay, HTRF ADP detection, 30 min | 360,000 tested, 0.3% active | activity change, % (no concentration beside the values), hits read low; in the data active = activity change below about -30%; note: % is set by controls: 0 for no effect and ±100 for the full control effect
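First, chaperonin was dispensed at 40 nM or 20 nM final depending on batch activity. Next, compounds were pinned at 76 uM and ATP added at 10 uM. After 30 min at 37 °C, ADP detection reagents ran 30 min at ambient temperature.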
PTHR1 agonist = qHTS for PTHR1 Agonists: Primary Screen; Parathyroid hormone/parathyroid hormone-related peptide receptor (Homo sapiens), Q03431; HEK293 GP2 PTHR1 cells, GloSensor cAMP luminescence, 1 h; Potency, µM (highest dose often 115 µM), without a hit: top-dose activation, actives largely listed as activators; 410,000 tested, 0.075% active; AID 743266, 2014; note: potency is the fitted concentration of half-maximal effect; nearly all actives have a fitted effect of over 55% in size; some results filed as inactive show a strong effect at the top dose; inactives centre near -15; many of its hits are not listed in these tables
Target sequence (Q03431 whole entry, looked up): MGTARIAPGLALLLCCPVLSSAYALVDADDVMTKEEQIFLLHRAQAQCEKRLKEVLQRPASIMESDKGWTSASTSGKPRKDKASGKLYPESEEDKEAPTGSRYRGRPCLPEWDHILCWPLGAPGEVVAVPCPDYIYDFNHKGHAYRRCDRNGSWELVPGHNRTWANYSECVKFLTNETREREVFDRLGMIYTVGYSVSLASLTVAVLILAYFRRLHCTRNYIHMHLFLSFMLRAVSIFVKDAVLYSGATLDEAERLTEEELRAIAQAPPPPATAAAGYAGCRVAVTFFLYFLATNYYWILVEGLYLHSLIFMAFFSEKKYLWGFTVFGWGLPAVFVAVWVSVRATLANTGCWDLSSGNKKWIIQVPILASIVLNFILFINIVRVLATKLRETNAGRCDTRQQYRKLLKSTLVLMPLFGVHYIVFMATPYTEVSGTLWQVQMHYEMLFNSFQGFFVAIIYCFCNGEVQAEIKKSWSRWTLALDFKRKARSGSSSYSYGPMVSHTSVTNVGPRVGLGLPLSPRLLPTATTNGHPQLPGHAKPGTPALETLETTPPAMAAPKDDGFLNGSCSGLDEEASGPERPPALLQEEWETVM
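HEK-293-derived GP2 cells expressing PTHR1 and a GloSensor cAMP reporter, 3,000/well, plated overnight, given luciferin plus IBMX (each 0.5 mM as added) for 1 h at 37 °C, then compound for 1 h at 37 °C. Luminescence was read after 15 min at room temperature.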
D3 ag = qHTS of D3 Dopamine Receptor Agonist: qHTS; D(3) dopamine receptor (Homo sapiens), P35462; D3R DiscoveRx beta-arrestin cells, luminescence, 90 min; max activation, %; 410,000 tested, 0.58% active; AID 652048, 2013; in the data active = max activation above about 30%; note: 0% is about no effect; mostly tested at two doses, the higher about 12 µM
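Agonist mode: compounds and dopamine controls were applied to plated cells for 90 min at 37 degrees C after an overnight attachment at 1500 cells/well. Luminescent read-out followed 30 - 60 minutes at room temperature with DiscoveRx detection reagent.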
Akt phos inh = HTS Assay for Inhibitors of Akt Phophorylation: Primary Screen. Neuro2A IGF-stimulated pAkt S473 HTRF, 20 min; hits give low values. activity change, % for hits at 50 µM. 360,000 tested, 0.32% active. AID 651550, 2012; in the data active = activity change below about -80%; inconclusive = mostly about -51% to -80%; note: % is set by controls: 0 for no effect and ±100 for the full control effect
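Neuro2A cells (4,500/well, DMEM with 0.5% FBS) were treated with compound at a single 50 µM final concentration, stimulated with 6 nM IGF for 20 min at 37 °C, and lysed. Phospho-Akt Ser473 was read by HTRF as 665/615 ratio ×10^4.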
EPAC2 antagonist = qHTS for Antagonist of cAMP-regulated guanine nucleotide exchange factor 2 (EPAC2): primary screen; Potency, µM (series often up to 114 µM), for inactives: top-dose activity, negative = inhibition, hits mostly inhibitors; EPAC2 GEF exchange of Rap1B-BODIPY-GDP, fluorescence; 360,000 tested, 0.18% active; Rap guanine nucleotide exchange factor 4 (Homo sapiens), Q8WZA2; note: potency is the fitted concentration of half-maximal effect; % is set by controls: 0 for no effect and ±100 for the full control effect; nearly all actives have a fitted effect of over 45% in size; many of its hits are not listed in these tables
EPAC2 ag = qHTS for Agonist of cAMP-regulated guanine nucleotide exchange factor 4 (EPAC2): primary screen; 360,000 tested, 0.079% active; Potency, µM (highest dose often 154 µM), for the others: at the top dose activation, most hits filed as activators; Rap guanine nucleotide exchange factor 4 (Homo sapiens), Q8WZA2; EPAC2 activation, biochemical qHTS; response scale: 100% = 6.5 mM cAMP response; note: potency is the fitted concentration of half-maximal effect; nearly all actives have a fitted effect of over 50% in size
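Fluorescence exchange assay: 100 nM EPAC2 with 250 nM RAP1B-BODIPY-GDP and 50 uM GDP; compounds tested as a concentration-titration series (qHTS). Loss of Rap1-bound BODIPY-GDP fluorescence read at 480/540 nm; data normalized to 6.5 mM cAMP.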
MmCpn inh = Inhibitors of TCP-1 ring complex (TRiC) of Methanococcus maripaludis (MmCpn): qHTS | Chaperonin Mm-Cpn (Methanococcus maripaludis) | purified Mm-Cpn ATPase, ADP Transcreener TR-FRET | Potency, µM (series often up to 76.9 µM), inactives show top-dose activity, negative = inhibition, actives largely listed as inhibitors | 330,000 tested, 0.031% active; note: potency is the fitted concentration of half-maximal effect; % is set by controls: 0 for no effect and ±100 for the full control effect; nearly all actives have a fitted effect of over 80% in size
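Inhibition of chaperonin ATP hydrolysis is measured as reduced ADP production, detected by competitive TR-FRET in which signal falls with ADP. Final enzyme 25 nM and ATP 10 uM, reacted 30 min at 37°C.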
Starred values were filed as active, the others as inactive; i = inactive; u = inconclusive; x = not tested or not shown; & = joins results of further samples; [ ] = dose if it differs, or a comment. Unless noted, calls come from the whole dose curve; as a rule, active = well fitted curve in the direction sought with a large enough effect; inconclusive = small, poorly fitted or top-dose-only effect, or another doubt; inactive = no such curve, though single readings can be large; an effect the other way counts as inactive or inconclusive.

SMILES	D3 antag	CCT modulator	PTHR1 agonist	D3 ag	Akt phos inh	EPAC2 antagonist	EPAC2 ag	MmCpn inh
CCC(C)(C)NC(=O)CN(C(=O)CCC(=O)Nc1ccccn1)c1ccc2c(c1)OCO2	-7	-0.7	i	4	i	11%	14%	2%
O=C(c1ccc(S(=O)(=O)N2CCCCCC2)cc1)N1CCN(Cc2ccccc2)CC1	0	-1.1	-12%	-7	i	4%	-2%	0%
Cc1cccc2c1CC(C)(C)N=C2C1=C(O)CC(C)(C)CC1=O	23	-6.7	-9%[57.5 µM]	2	i	5%	-21%	-3%
Nc1ccn([C@@H]2O[C@H](CNCC3=CCOc4ccc(O)cc43)[C@@H](O)[C@H]2O)c(=O)n1	6	-2.7	-25%	22	i	1%	11%	x
CCS(=O)(=O)C1=NSC2=NC(=O)/C(=C\c3cc(C)n(-c4cccc(OC)c4)c3C)C(=N)N21	-1	0.0	i	-4	i	-8%	3%	1%
CCOC(=O)c1cc(S(=O)(=O)Nc2cccc(OC)c2)cn1C	2	0.9	-34%[inhibitor]	-2	i	0%	8%	0%
CCOC(=O)N1CCN(C(=O)c2ccc(OC)c(OC)c2)CC1	-4	-6.1	-8%	0	i	-5%	-9%	3%
Cn1c(SCc2ccccn2)nnc1-c1cnccn1	20	-3.8	i	13	i	15%	0%	0%
O=[N+]([O-])c1cccc(C=NN2CCCCCC2)c1	-4	0.3	-1%	4	i	9%	17%	x
CCCCCCCN=C(C)c1ccccc1O	-4	-5.7	-17%	5	i	6%	3%	1%
Cc1nc(SCc2ccccc2)c([N+](=O)[O-])[nH]1	-3	-0.9	i	-7	i	17%	6%	1%
C=CCNC(=S)N1CCN(CCN=Cc2c(C)[nH]n(-c3ccc([N+](=O)[O-])cc3)c2=O)CC1	8	0.1	i	1	i	0%	13%	1%
COc1ccc(OCC(=O)Nc2cc(NC(=O)c3ccco3)ccc2OC)cc1	2	-1.2	i	2	i	10%	20%	0%
CC(C)COc1cccc(C(=O)NC(=S)Nc2cccc(NC(=O)c3ccccc3Cl)c2)c1	u	-1.7	i	-8	i	-7%	-5%	0%
CCOC(=O)c1cc(NC(=O)c2cc(C)on2)cc(C(=O)OCC)c1	-18	0.3	-13%[57.5 µM]	0	i	-3%	-1%	0%
CC(=O)Nc1ccc(Nc2ncnc3c2cnn3-c2ccc(C)cc2C)cc1	-3	-5.3	0%[57.5 µM]	-3	i	-27%	8%	1%
Cc1cc(-c2n[nH]c(=S)o2)c(C)n1-c1ccccc1	-10	0.5	i	-23	i	0%	-2%	-2%
Nc1nc(NCc2ccccc2)nc(NCCO)c1[N+](=O)[O-]	-22	-0.4	-19%	8	i	4%	5%	3%
N#Cc1ccc(C(=O)Nc2cc(S(=O)(=O)N3CCOCC3)ccc2N2CCOCC2)cc1	2	-2.4	-5%	4	i	14%	-3%	x
COc1ccccc1-c1nn(-c2ccccc2)cc1C(=O)NCC(c1ccco1)N1CCCC1 (stereo not given)	-12	-2.7	30%	-16	i	5%	7%	0%
COCCNC(=O)C(c1ccc(O)cc1)N(C(=O)CCC(=O)Nc1nccs1)c1ccc(C)cc1 (stereo not given)	3	1.3	-2%	0	i	15%	6%	3%
COc1cccc(NC(=O)CC2S/C(=N\S(=O)(=O)c3ccccc3)N(c3ccccc3)C2=O)c1 (stereo not given)	9	1.1	-4%	1	i	3%	2%	2%
CCCc1nc(NCCO)c(C#N)c2c1CCCC2	0	-2.1	-16%	10	i	-29%	7%	-2%
O=C(NCC(=O)N1CCN(c2ccccc2)CC1)c1ccco1	-8	-3.0	-2%	2	i	11%	13%	-1%
O=C(CCC(=O)c1ccc(F)cc1)Nc1cc(Cl)cc(Cl)c1	32	-2.2	-11%[57.5 µM]	-3	i	-3%	1%	0%
CC(C)c1ccc(S(=O)(=O)N2CCN(C(=O)C3=COCCO3)CC2)cc1	7	-2.0	-20%	7	i	-4%	2%	1%
COc1ccccc1NC(=O)c1ccc(C)c(S(=O)(=O)N2CCCCC2)c1	11	0.1	-26%	0	i	-3%	1%	-4%
Cc1ccc(S(=O)(=O)Nc2ccc(NC(=O)c3ccc(F)cc3)cc2)cc1	-16	-1.4	-8%	-5	i	5%	8%	0%
COc1ccc(C(C)(C)NC(=O)C2CCC(=O)N(C3CC3)C2)cc1OC (stereo not given)	4	0.7	3%	1	i	18%	6%	-1%
COc1ccc(OC)c(-c2nn(-c3ccccc3)cc2C(=O)N2CCc3ccccc3C2)c1	10	1.0	0%	-2	i	-12%	7%	-9%
CSc1ncccc1C(=O)Nc1nnc(C2CC2)s1	-16	-3.1	13%	-9	i	8%	7%	4%
COc1cccc(-c2nc3ccc(C(=O)N4CCCC(O)C4)cc3o2)c1 (stereo not given)	-13	0.2	-36%[inhibitor]	-3	i	-7%	0%	2%
Cc1cc2nsnc2c(S(=O)(=O)N2CCN(C)CC2)c1C	-5	-0.4	-2%	0	i	3%	9%	2%
CC(C)C(NC(=O)c1ccc(C(C)(C)C)cc1)C(=O)NCc1ccccn1 (stereo not given)	8	-0.1	-19%	1	i	5%	-3%	1%
O=C(CCC(=O)N1CCOc2ccccc21)NC1CCCCCC1	u	-1.8	i	-9	i	-2%	9%	1%
O=C(CCSCCc1ccccn1)Nc1c(F)cc(F)cc1Br	21	-0.5	i	1	i	14%	-1%	3%
O=C(NS(=O)(=O)Oc1ccc(F)cc1F)OC[C@@H]1CCCN2CCCCC12 (stereo not given in full)	2	0.7	i	-3	i	4%	9%	0%
COc1ccc(NC(=O)CSc2nnc(CNC(=O)c3ccco3)o2)cc1	-7	-4.6	u	2	i	0%	10%	-1%
COc1ccc(-c2nc3c(Br)c(N)c(Br)cc3o2)cc1	26	-1.2	-64%[inhibitor][57.5 µM]	7	i	-1%	3%	-5%
C[C@@H]1CCCCO[C@H](CN(C)C(=O)Cc2ccccc2)[C@H](C)CN([C@@H](C)CO)C(=O)c2cc(NC(=O)Nc3ccc(F)cc3)ccc2O1	9	0.9	-25%	-11	i	-27%	7%	x
O=C(COC(=O)CC(c1ccccc1)c1ccccc1)Nc1cccc(F)c1	2	-0.8	i	2	i	-14%	15%	0%
NC1=NC[C@H](CC2CCCCC2)N1CCc1cc(C(F)(F)F)cc(C(F)(F)F)c1	52	0.4	2%	-24	i	3%	-16%	-1%
CCOc1ccc(-c2noc(CCC(N)=O)n2)cc1OCC	-21	-1.0	-9%[57.5 µM]	4	i	5%	0%	-3%
CNc1ccccc1C(=O)OCC(=O)N1CCc2ccccc2C1	-14	-1.0	-4%	1	i	-13%	6%	x
Cc1nnc(-c2cccc(Br)c2)c2cn(-c3cccc(Br)c3)nc12	10	0.5	i	2	i	-1%	4%	-17%

Arranged by molecular weight (highest first): 3 of the compounds above
SMILES	D3 antag	CCT modulator	PTHR1 agonist	D3 ag	Akt phos inh	EPAC2 antagonist	EPAC2 ag	MmCpn inh
C[C@@H]1CCCCO[C@H](CN(C)C(=O)Cc2ccccc2)[C@H](C)CN([C@@H](C)CO)C(=O)c2cc(NC(=O)Nc3ccc(F)cc3)ccc2O1	9	0.9	-25%	-11	i	-27%	7%	x
COc1ccc(NC(=O)CSc2nnc(CNC(=O)c3ccco3)o2)cc1	-7	-4.6	u	2	i	0%	10%	-1%
O=C(COC(=O)CC(c1ccccc1)c1ccccc1)Nc1cccc(F)c1	2	-0.8	i	2	i	-14%	15%	0%

Next results:
SMILES	D3 antag	CCT modulator	PTHR1 agonist	D3 ag	Akt phos inh	EPAC2 antagonist	EPAC2 ag	MmCpn inh
CN(Cc1ccccn1)C(=O)c1cc(COc2ccc(F)cc2Cl)on1	0	-2.4	-10%	-8	i	9%	1%	x
CC(=O)c1sc(NC(=O)COc2ccc(C(C)C)c(C)c2)nc1C	u	-1.4	-26%	2	i	-8%	0%	-2%
O=C(NCCC(c1ccccc1)c1ccccc1)c1cnc2sccn2c1=O	1	-2.0	-8%	0	i	-1%	6%	0%
COc1ccccc1NC(=O)CSc1ncnc2c1oc1ccccc12	40	-4.5	-4%	5	i	2%	4%	-4%
CCc1ccccc1NC(=O)c1noc(C(C)C)c1[N+](=O)[O-]	6	-4.5	-14%	2	i	6%	7%	-3%
CNc1ccc(-c2cccc(C(=O)N3CCOCC3)c2)cn1	u	-2.2	-24%	-15	i	-16%	2%	x
CCn1cc(C(=O)N[C@H](C(=O)NCCCOC)C(C)C)c(=O)c2cc3c(cc21)OCO3	8	-2.1	i	1	i	1%	14%	-6%
COc1ccc(CN2C(=O)c3ccccc3C2C(=O)NC2CCCCCC2)c(OC)c1 (stereo not given)	12	0.9	4%	-11&2	i	-1%	9%	-7%
COc1cccc(/C=N/NC(=O)C(=O)NCc2ccco2)c1OC	-4	0.9	i	-1	i	-1%	-8%	-1%
CCOc1ccc(S(=O)(=O)N/N=C2/CC(c3ccccc3)Oc3ccccc32)cc1 (stereo not given)	13	-10	-12%[57.5 µM]	5	i	0%[57.1 µM]	8%	0%
Cc1cc(NC(=O)C2CCCN2C(=O)Nc2cccc(Cl)c2)ccc1-n1cnnn1 (stereo not given)	-15	-3.5	-2%	-5	i	-2%	8%	0%
CC(=O)Nc1ccc(N(C(=O)CNC(=O)c2ccco2)C(C(=O)NCC2CCCO2)c2ccccc2)cc1 (stereo not given)	1	0.1	i	-7	i	4%	1%	0%
O=C(CSc1n[nH]c(-c2ccncc2)n1)Nc1ccc(F)cc1	-1	-0.9	i	6	i	-1%	-1%	-1%
CCOC(=O)C1=NN(C(C)=O)C2(CC(=O)N(c3ccc(C)c(C)c3)C2=O)C1 (stereo not given)	6	-3.1	-1%	6	i	4%	8%	-1%
Cc1oc2c(c(C)cc3oc(=O)c(CC(=O)NCCCO)c(C)c32)c1C	-7	1.0	i	3	i	1%	5%	-7%

Only part of the results is shown (hit frequency here may not be typical).
